Compound activity from PubChem.
697 NFkB inh: inhibitors of the PMA/ionomycin-induced NF-kB reporter in 697 B cells. 697 B-cell NF-kB luciferase reporter, 16 h. inhibition, % at 4 µM. 330,000 tested, 0.33% active; in the data active means inhibition above about 35%
APJ antag: APJ receptor antagonism. 330,000 tested, 0.32% active. CHO-K1 APJ beta-arrestin complementation, luminescence. AID 2521. P35414. inhibition, % at 20 µM;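 active means inhibition above about 40% at 20 µM, limit read from the data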;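 further: cells challenged with 10 nM apelin-13 agonist together with compound; plate controls were apelin-13 plus DMSO wells for no effect and DMSO wells lacking apelin-13 for full effect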
Target sequence (P35414 whole entry, looked up): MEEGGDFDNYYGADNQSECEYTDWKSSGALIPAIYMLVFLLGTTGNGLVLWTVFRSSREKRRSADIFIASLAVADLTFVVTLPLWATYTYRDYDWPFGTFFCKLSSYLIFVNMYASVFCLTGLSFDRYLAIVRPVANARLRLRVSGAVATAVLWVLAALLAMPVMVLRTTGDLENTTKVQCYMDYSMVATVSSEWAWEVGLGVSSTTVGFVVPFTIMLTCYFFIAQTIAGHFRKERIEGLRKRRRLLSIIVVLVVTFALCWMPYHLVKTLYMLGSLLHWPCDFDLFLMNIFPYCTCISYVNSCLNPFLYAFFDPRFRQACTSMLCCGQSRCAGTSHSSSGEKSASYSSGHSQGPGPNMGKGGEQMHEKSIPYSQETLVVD
tim23-1 inh: tim23-1 yeast growth inhibition; S. cerevisiae tim23-1 growth, BacTiter-Glo luminescence, 24 h; 330,000 tested, 1.3% active; inhibition, % at 20 µM;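 active means growth inhibition of the mutant yeast at or above 50%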;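 further: temperature-sensitive mutant grown at 25 °C; plate controls were DMSO-treated mutant yeast for no effect and medium wells lacking yeast for full effect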
UPR XBP1 act: activators of adaptive arm of unfolded protein response (XBP1) | CHO-XBP1 luciferase reporter, IRE1-XBP1 UPR activation, luminescence; percent of tunicamycin response, DMSO as zero | activation, % at 20 µM | 330,000 tested, 0.33% active | AID 463104;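 active means versus positive control, 20 µM dose yields 30% or more activation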;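 further: 100% = tunicamycin at 10 µg/mL and 0% = DMSO only wells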
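Material: CHO-XBP1 cells stably carrying IRE1-XBP1-driven luciferase reporter / Amount: 1000 cells per well / Compound: 20 µM, 1% DMSO / Times: 6 h treatment, 37 °C / Detection: luciferase luminescence / Measure: % activation of reporter signal versus tunicamycin and DMSO controls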
APJ ag: agonists of human APJ apelin receptor | P35414 | 330,000 tested, 0.11% active | activation, % at 20 µM | AID 2520 | CHO-K1 APJ PathHunter beta-arrestin, luminescence; 0% DMSO wells, 100% apelin;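 active means activation more than six SD over the plate average, tested at 20 µM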;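 further: 0% = DMSO alone and 100% = apelin-13 at 10 nM; some results filed as inactive read as strong as hits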
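Test system – PathHunter CHO-K1 APJ (AGTRL-1) beta-arrestin reporter cells · Input – 1000 cells/well · Compound – single test compound dose, 20 µM final, 1% DMSO · Times – compound stimulation 90 min at 25 °C, detection 60 min · Technique – beta-gal luminescence · Read-out basis – APJ–arrestin association signal · Control set – negative DMSO alone, positive Apelin-13 at 10 nM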
Mdm2-MdmX inh: disrupts the human Mdm2-MdmX interaction; SaOS-2 split-luciferase Mdm2/MdmX complementation, luminescence; inhibition, % at 8 µM; 330,000 tested, 3% active; AID 485346;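 active means inhibition of at least 50% at 8 µM in the primary screen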
UPR CHOP act: apoptotic UPR (CHOP) activation; 330,000 tested, 0.34% active; activation, % at 10 µM; CHO-CHOP luciferase reporter, luminescence; percent of tunicamycin response over DMSO baseline;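 active means at 10 µM dose, activation of 40% or more, normalized to positive control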;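 further: 100% = tunicamycin at 10 µg/mL and 0% = DMSO alone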
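System: CHO-CHOP luciferase reporter cell line; amount: 500 cells/well; buffer or medium: F12 medium containing 10% fetal bovine serum; incubation: 6 h compound exposure at 37 °C after overnight seeding; measured by: luciferase luminescence after 10 min with Steady-Glo reagent; evaluation: % reporter activation, DMSO baseline versus tunicamycin full activation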
Jurkat NFkB inh: lowers PMA/ionomycin-induced NF-kB signal in Jurkat cells; PMA/ionomycin-induced NF-kB luciferase reporter, luminescence; inhibition, % at 4 µM; 330,000 tested, 0.53% active; in the data active means inhibition above about 50%
An asterisk follows results filed as active; / = no result given.

compound | 697 NFkB inh | APJ antag | tim23-1 inh | UPR XBP1 act | APJ ag | Mdm2-MdmX inh | UPR CHOP act | Jurkat NFkB inh
CCOC(=O)c1ccc(NC(c2ccc(N(C)C)cc2)P(=O)(OC(C)C)OC(C)C)cc1 (centres undefined) | 7 | 15 | 18 | -1 | -3 | 5 | -1.2 | 4
CSc1snnc1-c1ccccc1 | 3 | 16 | 5 | -2 | -2 | 13 | -0.4 | 3
COCCn1c(C)cc(C(=O)CSc2nc3ccccc3c(=O)n2Cc2ccco2)c1C | -276 | 7 | -3 | -1 | / | 37 | 5.1 | -159
O=C(O)CCCC(=O)Nc1ccc(N=Nc2ccccc2)cc1 | 3 | 20 | 7 | -1 | -4 | 0 | 3.0 | -5
CN(Cc1ccccc1F)C(=O)c1ccc2c(=O)n3c(nc2c1)CCC3 | 19 | 11 | 13 | -2 | -4 | 6 | 2.8 | 11
COc1cc(N2C(=O)CSC2=S)cc(OC)c1OC | 20 | 11 | 24 | -5 | -5 | 15 | 1.0 | 7
CCCNC(=O)c1ccc(CN2CCOCC2)cc1 | 4 | -15 | 6 | -1 | 0 | 7 | -1.5 | -13
CC(C)CC(=O)OCC(=O)Nc1ccccc1Sc1ccccc1 | -5 | -5 | 3 | 2 | -3 | -6 | 0.3 | 0
COc1ccc(OC)c(S(=O)(=O)Nc2cc(Cl)cc(Cl)c2)c1 | -24 | 16 | 11 | -1 | -25 | -6 | -1.0 | 12
Cc1cc(NC(=O)CSc2ncnc3ccccc23)no1 | -1 | -58 | -12 | -2 | -3 | 13 | -2.0 | 5
Cc1ccccc1Cn1cc(NC(=O)c2noc(C(C)C)c2[N+](=O)[O-])cn1 | -2 | 14 | 31 | -2 | 4 | -1 | 1.5 | 3
COc1ccc(NC(=S)N(CCCN2CCC(C)CC2)Cc2cccs2)cc1 | 14 | 19 | 3 | -2 | -4 | -15 | 0.9 | -7
CCOC(=O)N1CCN(c2nc3ccccc3nc2C(C#N)C(=O)NCCc2ccccc2)CC1 (centres undefined) | 2 | -35 | 28 | -10 | -2 | 27 | 1.3 | -10
Cc1ccc(NC(=O)CCc2ccc(C)o2)cc1 | -38 | 5 | 8 | -3 | -2 | -21 | 2.7 | -13
O=C(CN(c1cccc([N+](=O)[O-])c1)S(=O)(=O)c1ccccc1)NCc1ccccc1 | 14 | 5 | 15 | 1 | -4 | -5 | 1.1 | -4

Some entries already given, reduced to tim23-1 inh and 697 NFkB inh:
| mol | tim23-1 inh | 697 NFkB inh |
| --- | --- | --- |
| CCOC(=O)N1CCN(c2nc3ccccc3nc2C(C#N)C(=O)NCCc2ccccc2)CC1 (centres undefined) | 28 | 2 |
| Cc1ccc(NC(=O)CCc2ccc(C)o2)cc1 | 8 | -38 |

Further compounds
compound | 697 NFkB inh | APJ antag | tim23-1 inh | UPR XBP1 act | APJ ag | Mdm2-MdmX inh | UPR CHOP act | Jurkat NFkB inh
Cc1ccc(C)c(N2CCN(C(=O)CCC(=O)Nc3nnc(CC(C)C)s3)CC2)c1 | 10 | 1 | -4 | -6 | 1 | 27 | 2.3 | 8
COC(OC)c1ccc(C#N)c(SCc2ccc(C)cc2)n1 | -8 | -2 | 8 | -1 | -1 | 9 | -0.2 | 6
COCCCn1c(=O)c2ccccc2n(CC(=O)Nc2ccc3c(c2)OCCO3)c1=O | 1 | 13 | -7 | -6 | -3 | 12 | 0.6 | 1
CCOc1ccc(/C=N/NC(=O)C(OC)c2ccccc2)cc1 (centres undefined) | 8 | -9 | 27 | -3 | 3 | -1 | 1.5 | 8
Cc1cccc(C)c1NC(=O)c1nc(S(=O)(=O)Cc2ccccc2)ncc1Cl | -16 | -4 | 43 | -11 | -8 | 68* | 239* | 13
O=[N+]([O-])c1ccccc1/C=N/n1c(C(F)(F)F)n[nH]c1=S | 3 | -23 | 18 | -1 | 2 | 18 | -3.2 | 3
COc1cccc(NS(=O)(=O)c2cc(C)sc2C)c1 | -21 | -12 | -5 | -2 | 2 | -22 | 3.1 | -5
CCOc1ccc(N=CNc2ccc(OCC)cc2)cc1 | -4 | 3 | 3 | -4 | 0 | 6 | 0.5 | -1
Nc1nonc1N1CCCCC1 | 6 | -11 | -8 | 1 | -1 | 8 | 0.0 | 0
Cc1ccccc1CC1SC(N)=NC1=O (centres undefined) | 5 | -15 | -7 | -5 | 0 | 6 | 0.1 | -17
O=C(Nc1ccc(NC(=O)c2ccccc2Cl)nc1)c1ccncc1 | 3 | 5 | 11 | 2 | -2 | 12 | -0.9 | 9
Cc1ccc(C(=O)Oc2cc(C)[nH]c(=O)c2[N+](=O)[O-])cc1 | 3 | -7 | 4 | 1 | 0 | -53 | 1.8 | -13
CC(=O)Nc1c2c(nn1-c1ccccc1)CSC2 | 13 | -3 | 9 | -3 | -4 | -2 | 2.7 | 8
COCCOC(=O)C1=C(C)NC2=C(C(=O)CC(C)(C)C2)C1c1cccnc1 (centres undefined) | -4 | -1 | -1 | -1 | -3 | 4 | -0.2 | 3
CCc1ccccc1N(C)S(=O)(=O)c1cc(-c2cc(C)no2)ccc1OC | -7 | -30 | 27 | -2 | -2 | 37 | 1.3 | 14
CCn1c(SCc2ccc(F)cc2)nc2c(c1=O)SCC2 | -35 | 3 | -4 | -1 | 0 | 24 | -0.2 | 1
O=C(CNC(=O)c1ccc(Cl)cc1)NCC(F)(F)F | -2 | 9 | 5 | -3 | -4 | 14 | -1.1 | 0
CN1CCN(c2nc3c(c(=O)[nH]c(=O)n3C)n2Cc2cccc(Br)c2)CC1 | -49 | 19 | 7 | -3 | -1 | -4 | 0.5 | -16
Cc1ccc(C(=O)COC(=O)c2cc(C)no2)c(C)c1 | 1 | 3 | 6 | 1 | -3 | 8 | 1.3 | 11
Cc1ccccc1/C=N/n1c(COc2ccccc2)n[nH]c1=S | 14 | 17 | 13 | -4 | -6 | 10 | -0.2 | 2
Cc1nc2c(C)cccn2c(=O)c1NC(=O)c1cccc2ccccc12 | -6 | -1 | 10 | -1 | 12 | -19 | -0.1 | 14
Cn1c(-n2c(CCCN3C(=O)c4ccccc4C3=O)nc3ccccc3c2=O)nc2ccccc21 | -3 | -10 | 24 | -1 | -6 | 5 | -3.8 | -14
Cn1ncc([N+](=O)[O-])c1C(=O)NC1CCCCC1 | -7 | 6 | -7 | -3 | 0 | -25 | 1.5 | 4
COc1ccc(NC(=O)Nc2cccc3c2O[C@H](CN(C)Cc2ccc(-c4ccccc4)cc2)[C@@H](C)CN([C@H](C)CO)C3=O)cc1 | -5 | 4 | -10 | 3 | -2 | 91* | -0.7 | 0
CCCCOC(=O)C(NC(=O)c1ccccc1)=C(C)C | 4 | 13 | 13 | 0 | 7 | -9 | -0.3 | 14
COc1ccc(-c2noc(CN(C)C(=O)Nc3ccccc3)n2)cc1 | 7 | -4 | 4 | 0 | -2 | 5 | -1.1 | -8
O=S(=O)(NCc1cccnc1)c1ccc2c(c1)OCCO2 | -20 | -1 | 21 | -3 | 0 | -7 | 0.1 | -9
Cc1ccc(NC(=O)NNC(=O)CN2C(=O)COc3ccccc32)cc1 | 0 | 10 | 0 | -1 | 0 | 5 | 0.9 | 16
COc1ccc(/C=N/NS(=O)(=O)c2ccc(F)cc2)cc1CN1CCSCC1 | 1 | 16 | -1 | -3 | 1 | 20 | 3.1 | 2
Cc1cc(C)cc(NC(=O)CN2CCC(NC(=O)Cc3ccccc3)CC2)c1 | -11 | -7 | -4 | -4 | -2 | 6 | -1.5 | 7
c1ccc(-c2csc3ncnc(NCCCN4CCOCC4)c23)cc1 | -6 | 3 | 9 | 8 | -3 | 8 | 0.8 | 18
COc1ccc(C(NC(=O)c2ccco2)c2ccc(OC)c(OC)c2)cc1OC | 12 | -3 | -3 | -4 | -5 | 13 | -1.6 | -5
Cc1cc2ccccn2c1C(=O)c1ccccc1Br | 22 | -5 | 31 | 5 | -5 | 24 | -0.1 | 14
Cn1c(=O)c(=O)n(C)c2cc(S(=O)(=O)N3CCCC3C(=O)NCc3cccnc3)ccc21 (centres undefined) | 9 | -19 | -1 | -2 | -3 | 7 | -0.9 | -9
O=C(Nc1ccccc1N1CCCC1)c1ccc(F)c(S(=O)(=O)N2CCOCC2)c1 | 10 | 8 | 33 | -1 | -3 | 7 | -0.3 | 8
O=C1N[C@@H](Cc2ccccc2)COC(=O)[C@H](Cc2ccc(F)cc2)C/C=C\C[C@@H]1CC(=O)N(CCO)Cc1ccccc1 | 16 | 30 | 16 | -4 | -5 | 19 | 4.5 | 0
CO/N=C/c1cn(-c2ccc(Cl)cc2)nn1 | 15 | 4 | 4 | 0 | -2 | 13 | 4.5 | -12
S=C(Nc1ccccc1Cl)N1CCN(Cc2ccccc2)CC1 | 12 | -3 | 14 | 0 | -1 | -8 | 1.4 | 10
COc1ccc(N=Cc2c(OC)ccc3ccccc23)cc1 | -7 | 4 | 21 | 0 | 4 | 1 | 1.3 | -2
CCCCN(CCCC)S(=O)(=O)c1ccc(OC)c2ncccc12 | -41 | 5 | 4 | 0 | -2 | 9 | -1.7 | -5
C/C(=N\NC(=O)CSc1nc2ccccc2c(=O)n1-c1ccccc1C)c1cccs1 | 1 | 9 | -23 | 5 | 2 | 12 | -0.9 | -8
COC(=O)N1C(=O)[C@](c2ccccc2)(C(C)C)N1C(=O)OC | 12 | 0 | 23 | -3 | -3 | 35 | 0.5 | 16
Cc1ccc(S(=O)(=O)CC(C)N2CCN(C3CCCCC3)CC2)cc1 (centres undefined) | -27 | 5 | -3 | 0 | -4 | -1 | -1.8 | 8
O=C(COc1ccccc1Cl)Nc1ccc2oc(=O)ccc2c1 | 6 | -2 | -18 | -2 | -3 | 27 | 1.6 | -12

In the list so far, these contain two or more sulfur atoms.
compound | 697 NFkB inh | APJ antag | tim23-1 inh | UPR XBP1 act | APJ ag | Mdm2-MdmX inh | UPR CHOP act | Jurkat NFkB inh
CSc1snnc1-c1ccccc1 | 3 | 16 | 5 | -2 | -2 | 13 | -0.4 | 3
COc1cc(N2C(=O)CSC2=S)cc(OC)c1OC | 20 | 11 | 24 | -5 | -5 | 15 | 1.0 | 7
COc1ccc(NC(=S)N(CCCN2CCC(C)CC2)Cc2cccs2)cc1 | 14 | 19 | 3 | -2 | -4 | -15 | 0.9 | -7
COc1cccc(NS(=O)(=O)c2cc(C)sc2C)c1 | -21 | -12 | -5 | -2 | 2 | -22 | 3.1 | -5
CCn1c(SCc2ccc(F)cc2)nc2c(c1=O)SCC2 | -35 | 3 | -4 | -1 | 0 | 24 | -0.2 | 1
COc1ccc(/C=N/NS(=O)(=O)c2ccc(F)cc2)cc1CN1CCSCC1 | 1 | 16 | -1 | -3 | 1 | 20 | 3.1 | 2
C/C(=N\NC(=O)CSc1nc2ccccc2c(=O)n1-c1ccccc1C)c1cccs1 | 1 | 9 | -23 | 5 | 2 | 12 | -0.9 | -8
